BCR signal inh = blocks chronic active B-cell receptor signaling | ABC-DLBCL IkBa-CBG/CBR reporter, luminescence ratio, 4 h | Potency, µM (doses to about 46.1 µM), for the others: at the highest dose ratio change, negative = lower green/red ratio, usual class: inhibitors | hit rate 0.05% among 340,000 | AID 493014; active = well fitted inhibition curve with a large enough effect in the signal ratio, with a control signal flat, not every such curve was filed as active; inconclusive = small, poorly fitted or top-dose-only effect, or effect the other way, or a change in a side signal; the % refers to the signal ratio;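 also: potency is read from the fitted curve at half-maximal effect; plate controls were basal doxycycline-induced cells for no effect and cells given 10 µM MG132 for full effect; MG132 reads +100%, hits lower the ratio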
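TMD8 human ABC-DLBCL cells with doxycycline-inducible IκBα–green luciferase fusion and unfused red luciferase, in 0.5% FBS medium; compounds up to 46 uM, 4 h at 37C. Green/red luminescence ratio, filter-overlap corrected, fitted to concentration-response curves.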
A-T KAP1 phos = potential ataxia-telangiectasia treatments restoring KAP-1 phosphorylation. […] A-T fibroblasts, KAP-1 phosphorylation AlphaLISA; neocarzinostatin DNA damage 30 min before lysis. Potency, µM (top dose mostly 57.5 µM), for the others: at the top dose activation, most hits filed as activators. hit rate 0.19% among 320,000. AID 485349; also: potency is read from the fitted curve at half-maximal effect; % of control where 0% means no effect; nearly all actives have a fitted effect of over 45% in size
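ATM-like activity read as KAP-1 phosphorylation via AlphaLISA donor/acceptor antibody pairs after lysis and 6 hr at 25C. Cells were ATM-null patient fibroblasts ([…], hTERT), dosed 60 min, then exposed to the DSB inducer NCS for 30 min.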
TCR act = activators of T cell receptors; primary human leukocytes, anti-CD3, IL-2 HTRF, 48 h; 330,000 tested, under 10 active; Potency, µM (titrated, usually from 9.22 µM), for inactives: top-dose activation of IL-2 secretion, hits mostly activators; AID 504894; also: % of control where 0% means no effect
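Primary human leukocytes were stimulated with a-CD3 beads plus compounds for 48 hr without co-stimulation; secreted IL-2 was quantified by HTRF using a-IL-2-K (europium cryptate) and a-IL-2-d2, excited at 320nm with acceptor emission read at 665nm.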
hERG WT inh = KCNH2 (human, wildtype) channel inhibition; Q12809; U2OS, BacMam KCNH2, thallium flux FluxOr; hits give low values; activity change, % at 1.84 µM; hit rate 0.37% among 340,000;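 active = maximum activity change below -70%; inconclusive = maximum activity change between -70% and -50%; inactive = maximum activity change above -50%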; also: % is scaled to controls: 0 for no effect and ±100 for the full control effect
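U2OS cells were transduced with wild-type KCNH2 virus (2.03 x 10^8 / mL) for 4 h at room temperature, then cultured overnight at 37 C. Thallium flux was read with FluxOr dye. Rate constants were normalized to DMSO controls.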
TSHR antag = blocks TSH signaling through the human TSH receptor. P16473. TSHR-expressing cells, TSH-stimulated cAMP HTRF, 2 h; hits give low values. activity change, negative = inhibition, % at 11.5 µM. hit rate 0.2% among 330,000;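 active = activity change below a set negative limit, meaning inhibition stronger than a set level, cut at about -70% in these data; inconclusive = activity change between two set negative limits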; also: % is scaled to controls: 0 for no effect and ±100 for the full control effect
Target sequence (P16473 whole entry, looked up): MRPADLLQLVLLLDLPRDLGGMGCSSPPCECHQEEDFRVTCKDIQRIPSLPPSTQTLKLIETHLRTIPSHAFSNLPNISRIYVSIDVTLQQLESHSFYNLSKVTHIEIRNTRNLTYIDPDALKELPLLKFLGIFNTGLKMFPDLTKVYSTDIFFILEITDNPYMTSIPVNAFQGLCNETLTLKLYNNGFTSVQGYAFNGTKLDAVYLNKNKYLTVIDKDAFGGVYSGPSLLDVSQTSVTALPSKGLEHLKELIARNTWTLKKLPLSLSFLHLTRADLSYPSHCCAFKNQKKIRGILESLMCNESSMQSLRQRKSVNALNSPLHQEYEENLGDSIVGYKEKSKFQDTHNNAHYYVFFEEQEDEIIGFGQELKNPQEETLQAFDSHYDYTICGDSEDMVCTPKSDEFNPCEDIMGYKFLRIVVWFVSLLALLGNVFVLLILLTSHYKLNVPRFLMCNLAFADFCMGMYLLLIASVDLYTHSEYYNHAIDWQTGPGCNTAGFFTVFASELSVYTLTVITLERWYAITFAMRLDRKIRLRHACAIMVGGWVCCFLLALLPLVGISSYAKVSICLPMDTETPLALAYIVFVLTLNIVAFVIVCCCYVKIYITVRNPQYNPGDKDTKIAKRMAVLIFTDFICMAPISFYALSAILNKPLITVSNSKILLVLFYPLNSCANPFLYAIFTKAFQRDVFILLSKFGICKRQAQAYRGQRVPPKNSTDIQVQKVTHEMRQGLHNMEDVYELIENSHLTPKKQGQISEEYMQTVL
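Freshly harvested TSHR cells receive pin-tooled compound, then EC80 TSH at 4nM final. After 2 hours at 37 deg C, antibody in lysis buffer and cAMP-d2 are added; 30 minutes at ambient temperature precede the HTRF read.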
MLL CXXC-DNA inh = blocks binding of human MLL CXXC domain to DNA | Q03164 | MLL-CXXC / FITC-HOXA9 DNA fluorescence polarization | Potency, µM (top dose mostly 115 µM), for inactives: top-dose activity change, negative = inhibition, most hits filed as inhibitors | hit rate 0.037% among 290,000 | AID 2662; active = well fitted inhibition curve with a large enough effect in the polarisation, with a control signal flat, not every such curve was filed as active; inconclusive = small, poorly fitted or top-dose-only effect, or effect the other way, or a change in a side signal; inactive = no such curve, though single readings can be large or run the other way; the % refers to the polarisation; also: potency is read from the fitted curve at half-maximal effect
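Purified MLL-CXXC (added from a 7 uM solution) was preincubated 5 min at ambient with pinned compounds in 50 mM Tris-HCl pH 7.5, 50 mM NaCl, 1 mM DTT, 0.05% BSA. Fluorescein-labeled HOX-A9 DNA (50 nM solution) followed, 30 min, then polarization read.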
Tb PFK inh = blocks T. brucei phosphofructokinase; O15648; T. brucei PFK, ADP-Glo luminescence; Potency, µM (doses to about 57.5 µM), for inactives: at the highest dose activity, negative = inhibition, most hits filed as inhibitors; hit rate 0.17% among 330,000; AID 485367;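 also: potency is read from the fitted curve at half-maximal effect; 0% = uninhibited 1x PFK enzyme wells and -100% = no-enzyme wells; nearly all actives have a fitted effect of over 60% in size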
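In TEA buffer at pH 8.0 with 5 mM MgCl2, enzyme (1.25 nM) converted F6P (0.5 mM) and ATP (0.1 mM) for 45 min at room temperature. ADP product was read by luciferase luminescence.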
GALK inh = blocks human galactokinase activity; P51570; Purified GALK, Kinase-Glo residual ATP luminescence; Potency, µM (series often up to 57.5 µM), inactives show at the highest dose activity change, negative = inhibition, most hits filed as inhibitors; hit rate 0.007% among 270,000; AID 1868; also: potency is read from the fitted curve at half-maximal effect; % is scaled to controls: 0 for no effect and ±100 for the full control effect
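GALK at 5 nM final was combined with compound, 35 uM ATP and 100 uM galactose in HEPES pH8.0 with MgCl2 and DTT. The reaction ran one hour at room temperature before luminescent ATP detection.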
Giardia killer = kills Giardia lamblia; hit rate 0.15% among 340,000; AID 540267; activity change, % at 7.66 µM, hits read low; Giardia lamblia trophozoite viability; in the data active = activity change below about -80%; inconclusive = between about -30% and that limit;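 also: parasites exposed to compound for two days anaerobically before the ATP read; % is scaled to controls: 0 for no effect and ±100 for the full control effect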
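Trophozoite viability was measured as ATP-dependent luminescence, read 15-30 min after reagent addition. Before that, parasites at 100 cells/well were exposed to compounds for 48 h, anaerobically, at 37 deg C.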
FBPA coupling cs = inhibits coupling enzyme system, counter-screen for aldolase hits; coupling enzyme system counterscreen, AmpLite Red fluorescence; activity change, negative = inhibition, % at 58.2 µM, hits read low; hit rate 0.67% among 290,000; in the data active = activity change below about -30%; also: % is scaled to controls: 0 for no effect and ±100 for the full control effect
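Fluorescence at 525 nm excitation and 598 nm emission measured inhibition of the coupled detection system without aldolase. Compounds (at 57.5 uM final) were preincubated 10 min at room temperature with coupling enzyme reagent before a 20 min substrate/AmpLite Red step.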
Active calls of the source: *; ? = inconclusive; nt = no result given; [ ] = dose if it differs, or a comment. Unless noted, calls follow the shape of the dose curve; as a rule, active = well fitted curve in the direction sought with a large enough effect; inconclusive = small, poorly fitted or top-dose-only effect, or another doubt; inactive = no such curve, though single readings can be large; an effect the other way counts as inactive or inconclusive.

#	SMILES	BCR signal inh	A-T KAP1 phos	TCR act	hERG WT inh	TSHR antag
1	Cc1cc(C)cc(NC(=S)NCC2CCN(C(C)c3ccccc3)C2)c1 (stereo not given)	?	-1%	-7%	39	7
2	CC(C)CNS(=O)(=O)c1cc(C(=O)OCC(=O)N2CCOCC2)c(Cl)cc1Cl	17%	-8%	2%	2	-13
3	O=C(O)/C=C/C(=O)Nc1ccc(OC(F)(F)F)cc1Br	-14%	13%	-2%	-3	11
4	O=C(C1CCN(Cc2ccc(F)cc2)CC1)N1CCN(C/C=C/c2ccccc2)CC1	?	-2%	-15%	32	-3
5	COc1cc(C(=O)Nc2ccc(S(=O)(=O)N(C)c3ccccc3)cc2)cc(OC)c1OC	-3%	-12%	2%[46.1 µM]	0	-9
6	COc1ccc(N2CCN(CCNC(=O)Nc3ccc(C)cc3Cl)CC2)cc1	?	6%	-1%	11	-9
7	O=C(O)C1=CC[C@@H](c2ccc(Cl)cc2)N(S(=O)(=O)c2ccc(Cl)cc2)[C@H]1c1ccc(Br)cc1	?	13%	1%	6	-22
8	O=C(c1cccs1)N1CCN=C1SCc1cccc(F)c1	1%	-8%	-18%	3	-4

#	MLL CXXC-DNA inh	Tb PFK inh	GALK inh	Giardia killer	FBPA coupling cs
1	1%	2%	1%	11	1
2	8%	1%	6%	-30	1
3	1%	-1%	nt	57[activator]	-1
4	-3%	-1%	0%	2	1
5	18%	0%	-5%	-3	-5
6	2%	-4%	0%	-4	0
7	nt	1%	nt	3	nt
8	13%	1%	nt	-11	1

Continuation.
#	SMILES	BCR signal inh	A-T KAP1 phos	TCR act	hERG WT inh	TSHR antag
9	Cc1cc(C(=O)Oc2cccnc2)ccc1[N+](=O)[O-]	1%	6%	-6%[46.1 µM]	-10	0
10	CCOc1cc(N2CCOCC2)c(OCC)cc1NC(=O)c1cc(-c2ccco2)nc2ccccc12	1%	9%	4%	-13	-11
11	COc1ccc(OC)c(-n2c(SCC(=O)NCC3CCCO3)nc3ccccc3c2=O)c1 (stereo not given)	21%	-10%	-18%	0	nt
12	c1ccc(-c2nc3c4ccccc4ccn3c2CN2CCOCC2)cc1	8%	18%	4%	-16	-6
13	CC(NC(=O)c1ccncc1)c1ccccc1 (stereo not given)	-4%	34%	2%	0	-9
14	C=CCn1c(C)cc(C(=O)Cn2nc(C(=O)O)c3ccccc3c2=O)c1C	-4%	0%	2%	17	-4
15	O=C(Nc1ccccc1N1CCCCC1)C1CCN(C(=O)c2ccc(Cl)cc2)CC1	?	-3%	5%	21	-4
16	COc1ccccc1OCC(=O)Nc1c2c(nn1-c1ccc(F)cc1)CS(=O)(=O)C2	?	0%	3%	-11	-1

#	MLL CXXC-DNA inh	Tb PFK inh	GALK inh	Giardia killer	FBPA coupling cs
9	8%	-2%	nt	9	2
10	1%	1%	4%	4	-4
11	nt	10%	nt	-2	nt
12	0%	0%	-3%	-5	-7
13	1%	5%	2%	3	1
14	-2%	-1%	15%	?	0
15	nt	3%	nt	-19	nt
16	-15%	0%	4%	6	-1

The results go on:
#	SMILES	BCR signal inh	A-T KAP1 phos	TCR act	hERG WT inh	TSHR antag
17	N#Cc1nc(-c2ccc(OCc3ccccc3)cc2)oc1NCCCN1CCOCC1	?	34%	0%	-2	6
18	O=C(NC(=S)N1CCN(C2CCCCC2)CC1)c1ccccc1	-2%	6%	13%	11	-3
19	CC(C)CNc1nc(Oc2ccc(=O)n(C)n2)nc(N2CCOCC2)n1	-6%	5%	-3%	0	1
20	Cc1sc2ncnc(Sc3ccccc3C(=O)Nc3ccc(Br)cc3)c2c1C	?	12%	-5%[46.1 µM]	1	-13
21	COc1ccc(OC)c(Nc2nc(N)c([N+](=O)[O-])c(NC3CCCCC3)n2)c1	-4%	4%	6%	-7	0
22	COc1cccc(CN2CC(C(=O)NCCCn3cccn3)CCC2=O)c1 (stereo not given)	1%	0%	5%	0	12
23	COc1ccccc1CN1CC(C(=O)NCCC2=CCCCC2)CCC1=O (stereo not given)	-12%	4%	1%	-4	-3
24	CCOC(=O)COc1ccc(S(=O)(=O)N2CCc3ccccc3C2)cc1	0%	8%	nt	23	-15

#	MLL CXXC-DNA inh	Tb PFK inh	GALK inh	Giardia killer	FBPA coupling cs
17	6%	-4%	-2%	17	1
18	0%	5%	1%	-11	-1
19	1%	0%	0%	-3	4
20	?	0%	0%	-11	-4
21	17%	0%	5%	-2	0
22	-9%	2%	-2%	7	nt
23	-4%	-2%	3%	0	nt
24	-2%	-4%	-3%	3	-2

Later entries
#	SMILES	BCR signal inh	A-T KAP1 phos	TCR act	hERG WT inh	TSHR antag
25	O=CN(c1ccccc1)c1ccc2ccccc2c1	1%	8%	-6%	4	-9
26	O=C(N[C@@H]1C/C=C\C[C@@H](CC(=O)N(CCO)Cc2ccccc2)C(=O)N[C@H](Cc2ccccc2)COC1=O)OCC1c2ccccc2-c2ccccc21	4%	4%	-1%	3	59
27	COc1ccc(OCC2CCCN(Cc3nc(CC4CC4)no3)C2)cc1 (stereo not given)	?	6%	-3%	4	1
28	CCCn1c(CN(C)Cc2ccccc2)nc2c1c(=O)n(C)c(=O)n2C	11%	2%	-1%[46.1 µM]	0	-21
29	NC(=S)Nc1c(Cl)cccc1Cl	3%	7%	-5%	1	15
30	Cc1cccc(C(=O)Nc2nnc(S(=O)(=O)N3CCOCC3)s2)c1	16%	0%	-6%	-30	3
31	COc1ccc(-c2nnc(OCc3ccccc3)c3ccccc23)cc1	?	7%	2%[46.1 µM]	2	-12
32	CCCN(C(=O)COc1ccc(C(C)=O)cc1OC)C1CCS(=O)(=O)C1 (stereo not given)	-4%	36%	-25%	-4	17

#	MLL CXXC-DNA inh	Tb PFK inh	GALK inh	Giardia killer	FBPA coupling cs
25	-5%	5%	-1%	5	-1
26	nt	3%	nt	?	nt
27	-20%	0%	2%	9	2
28	-1%	3%	-3%	7	0
29	-10%	5%	-1%	13	0
30	11%	5%	-4%	58[activator]	-16
31	4%	10%	0%	0	3
32	nt	-6%	nt	-5	nt

Only FBPA coupling cs and hERG WT inh (3 entries from above):
| cpd | SMILES | FBPA coupling cs | hERG WT inh |
| --- | --- | --- | --- |
| 30 | Cc1cccc(C(=O)Nc2nnc(S(=O)(=O)N3CCOCC3)s2)c1 | -16 | -30 |
| 31 | COc1ccc(-c2nnc(OCc3ccccc3)c3ccccc23)cc1 | 3 | 2 |
| 32 | CCCN(C(=O)COc1ccc(C(C)=O)cc1OC)C1CCS(=O)(=O)C1 (stereo not given) | nt | -4 |

Additional compounds follow.
#	SMILES	BCR signal inh	A-T KAP1 phos	TCR act	hERG WT inh	TSHR antag
33	O=C(Nc1ccc(S(=O)(=O)N2CCCCC2c2cccnc2)cc1)c1ccccc1F (stereo not given)	-1%	-1%	-2%	6	19
34	CCOC(=O)COc1ccccc1/C=C1/NC(=O)NC1=O	0%	-3%	2%[46.1 µM]	0	-13
35	COc1ccc(C(CC(=O)O)NS(=O)(=O)c2ccc(C)cc2)cc1 (stereo not given)	15%	4%	nt	1	35
36	NC(=O)c1ccsc1NC(=O)CSc1nnc2ccccn12	-2%	0%	-7%	nt	11
37	CC1CCN(c2ccccc2NC(=O)c2cc([N+](=O)[O-])ccc2N2CCOCC2)CC1	?	-5%	-1%	0	-41
38	CC(=O)N[C@@H](Cc1ccc(O)cc1)CN1C(N)=NC[C@@H]1CC(C)C	-1%	-7%	5%	-2	4
39	Cc1nn(-c2ccccc2)c(C)c1C(=O)OCC(=O)NC12CC3CC(CC(C3)C1)C2	?	-3%	0%	-12	-24
40	Cc1nnc(Nc2ccc3c(c2)ncn3C)c2ccccc12	?	9%	-56%	-8	-4

#	MLL CXXC-DNA inh	Tb PFK inh	GALK inh	Giardia killer	FBPA coupling cs
33	-4%	2%	-1%	?	-6
34	0%	-3%	3%	-13	-1
35	2%	5%	0%	9	2
36	5%	-13%	10%	-1	2
37	2%	-1%	4%	10	2
38	-10%	3%	nt	4	-1
39	-4%	3%	0%	-17	2
40	-5%	4%	9%	-3	1

The list continues:
#	SMILES	BCR signal inh	A-T KAP1 phos	TCR act	hERG WT inh	TSHR antag
41	O=C(Nc1cc(Cl)ccc1N1CCOCC1)c1ccc2c(c1)OCCO2	4%	14%	-2%	-1	-9
42	NC(=O)Nc1ccccc1C(=O)Nc1ccc2ccccc2c1	?	-5%	2%	1	-9
43	COc1ccc(-c2nc3ccccc3c(=O)n2NC(=O)c2cccnc2Cl)cc1OC	?	2%	1%[46.1 µM]	0	-3
44	Cc1ccc(C)c(OCC(=O)N2CCOCC2)c1	-4%	-2%	-3%	-13	9

#	MLL CXXC-DNA inh	Tb PFK inh	GALK inh	Giardia killer	FBPA coupling cs
41	5%	6%	-3%	2	-4
42	1%	1%	2%	47[activator]	-1
43	-2%	-6%	2%	1	-1
44	-2%	5%	4%	8	-1
